PfM18AAP inh – blocks P. falciparum M18 aspartyl aminopeptidase; 290,000 compounds, 1.2% hits; recombinant PfM18AAP, H-Glu-NHMec fluorogenic cleavage; AID 1822; inhibition, % at 7.35 µM;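 active = inhibition above the campaign mean inhibition over all tested compounds plus 3 SD, cut at about 28% in these data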;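 also: 0% = plate median of test compound wells and 100% = 2 mM ZnCl2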
PHOSPHO1 inh – PHOSPHO1 (human) inhibition | inhibition, % at 13.3 µM | recombinant PHOSPHO1, absorbance phosphatase assay | Q8TCT1 | AID 1565 | 290,000 compounds, 1.1% hits; in the data active = inhibition above about 60%
p-CIP stab down – compounds decreasing mouse p/CIP protein stability; AID 1984; 290,000 compounds, 0.01% hits; decrease of EGFP signal, % at 10 µM; F442A p/CIP-EGFP cells, EGFP fluorescence, 16 h;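 active = EGFP signal decrease of at least 30% at 10 µM or well 3 SD below plate mean, unless failing retest; inactive = the rest, including hits failing retest or dose response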; also: some compounds called inactive have numbers as strong as hits; many of its hits are not listed in these tables
Target sequence (Q05BA5 1-1403): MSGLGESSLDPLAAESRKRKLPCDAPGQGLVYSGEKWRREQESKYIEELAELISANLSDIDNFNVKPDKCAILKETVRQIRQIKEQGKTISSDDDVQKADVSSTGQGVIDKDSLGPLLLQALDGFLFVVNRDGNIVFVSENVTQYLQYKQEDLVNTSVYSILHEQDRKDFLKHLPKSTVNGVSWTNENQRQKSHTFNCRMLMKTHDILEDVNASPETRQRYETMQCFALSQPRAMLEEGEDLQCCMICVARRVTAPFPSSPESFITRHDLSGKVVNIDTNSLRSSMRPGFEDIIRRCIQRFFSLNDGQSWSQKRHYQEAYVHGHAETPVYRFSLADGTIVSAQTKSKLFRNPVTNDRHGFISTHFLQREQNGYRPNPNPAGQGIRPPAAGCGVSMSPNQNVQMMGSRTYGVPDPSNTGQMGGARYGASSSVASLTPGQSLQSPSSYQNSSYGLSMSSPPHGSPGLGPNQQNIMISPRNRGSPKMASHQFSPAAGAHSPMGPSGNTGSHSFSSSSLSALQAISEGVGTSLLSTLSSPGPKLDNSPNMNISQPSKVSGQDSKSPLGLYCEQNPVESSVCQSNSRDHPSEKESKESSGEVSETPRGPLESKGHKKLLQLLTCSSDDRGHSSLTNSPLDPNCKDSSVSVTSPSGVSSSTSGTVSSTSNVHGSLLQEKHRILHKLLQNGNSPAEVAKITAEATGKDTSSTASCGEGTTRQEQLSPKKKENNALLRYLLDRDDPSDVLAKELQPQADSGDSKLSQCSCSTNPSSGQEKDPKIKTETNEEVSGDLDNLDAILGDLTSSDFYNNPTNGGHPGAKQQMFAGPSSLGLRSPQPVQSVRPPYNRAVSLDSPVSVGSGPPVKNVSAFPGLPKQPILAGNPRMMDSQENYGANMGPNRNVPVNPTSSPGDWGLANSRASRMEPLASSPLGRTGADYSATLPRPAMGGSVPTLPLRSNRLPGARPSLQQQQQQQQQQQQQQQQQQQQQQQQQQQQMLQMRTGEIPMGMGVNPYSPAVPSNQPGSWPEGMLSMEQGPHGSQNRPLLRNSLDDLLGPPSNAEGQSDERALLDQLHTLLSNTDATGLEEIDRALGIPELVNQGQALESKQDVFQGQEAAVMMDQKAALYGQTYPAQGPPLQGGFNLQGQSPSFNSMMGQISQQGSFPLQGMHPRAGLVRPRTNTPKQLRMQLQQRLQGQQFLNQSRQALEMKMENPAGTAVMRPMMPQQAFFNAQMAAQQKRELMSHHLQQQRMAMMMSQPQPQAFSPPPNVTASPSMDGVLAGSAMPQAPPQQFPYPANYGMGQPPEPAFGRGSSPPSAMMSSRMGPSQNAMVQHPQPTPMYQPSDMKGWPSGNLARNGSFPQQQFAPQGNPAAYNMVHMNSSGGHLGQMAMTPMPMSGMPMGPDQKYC
VIM-2 inhibitor – inhibitors of Pseudomonas aeruginosa VIM-2 metallo-beta-lactamase | AID 1527 | 290,000 compounds, 0.89% hits | purified VIM-2, nitrocefin hydrolysis, epi-absorbance fluorescence | inhibition, % at 5.6 µM;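 active = inhibition above the mean of all tested compounds plus 3 SD, cutoff set per screening run, cut at about 7.5% in these data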;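 also: red hydrolysis product quenches plate fluorescence so inhibitors raise well fluorescence; 0% = enzyme with DMSO and 100% = DMSO without enzyme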
IDE cell activ – IDE (human) activation, cell-based; activation, % at 5.96 µM; 340,000 compounds, 0.073% hits; HEK cells, FAbeta-B cleavage, fluorescence polarization; 0% vehicle, 100% cell-free pure enzyme wells; P14735; AID 493087;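 active = activation above the mean of all tested compounds plus 3 SD, set per screening campaign, cut at about 17% in these data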
NALP1 yeast inh – NALP1 inhibition; inhibition, % at 10 µM; 280,000 compounds, 0.61% hits; S. cerevisiae NALP1/ASC/caspase-1 growth, X-gal OD620, 72 h; in the data active = inhibition mostly above about 24%, no sharp cut-off; inactive = mostly below about 32%; also: some compounds called inactive have numbers as strong as hits
IDE inh – inhibitors of human insulin-degrading enzyme in cells. HEK cells, FAbetaB cleavage, fluorescence polarization. inhibition, % at 5.59 µM. 320,000 compounds, 0.41% hits. P14735;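 active = percent inhibition above the average of all tested compounds plus 3 SD, set per screening campaign, cut at about 16% in these data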;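 also: IDE supplied by intact live HEK cells; FP after avidin binding of uncleaved biotin substrate so inhibition keeps polarization high; 0% = DMSO wells and 100% = 60 µM reference IDE inhibitor Ii1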
GPR7 antagonist – blocks human GPR7 receptor signaling; P48145; GPR7-expressing cells, fluorescence antagonist assay; AID 1861; 290,000 compounds, 1.1% hits; inhibition, % at 4.4 µM; in the data active = inhibition above about 16%, passing the limit was not always enough;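 also: cells stimulated with the agonist NPW; 0% = agonist with vehicle and 100% = vehicle without agonist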
IMP-1 inhibitor – inhibitors of Pseudomonas aeruginosa IMP-1 metallo-beta-lactamase; purified IMP-1, nitrocefin hydrolysis, epi-absorbance fluorescence; inhibition, % at 5.6 µM; 290,000 compounds, 0.45% hits;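 active = inhibition above the mean plus 3 SD of all compounds in the same screening run, cut at about 4.5% in these data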;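 also: 0% = IMP-1 with DMSO and 100% = DMSO wells lacking enzyme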
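Assay system: purified IMP-1; Quantity: IMP-1 0.2 nM before substrate addition; Medium: HEPES buffer pH 7.1 with ZnSO4 and Brij 35; Incubation: 15 min enzyme–compound preincubation, then 25 min nitrocefin reaction, 25 °C; Signal: fluorescence quenching readout, ex 480/em 530 nm; Controls: DMSO with and without IMP-1; Repeats: singlicate testing.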
Starred values were filed as active, the others as inactive; . = not tested or not shown.

Fields: p-CIP stab down	PfM18AAP inh	VIM-2 inhibitor	NALP1 yeast inh	GPR7 antagonist	IDE cell activ	IDE inh	PHOSPHO1 inh	IMP-1 inhibitor
> COc1ccc(S(=O)(=O)N2CCCCCC2)cc1C(=O)OC(C)C(N)=O (centres undefined)
→ -3	3	-1.4	.	-5	9	-12	20	-1.5
> C=CCNc1nc(-c2ccc(OC)cc2OC)cs1
→ -3	15	-1.6	10	-6	0	3	61*	-2.5
> CC1C/C(=N/NC(=O)c2ccc(CSc3nc4ccccc4[nH]3)cc2)CC(C)(C)C1 (centres undefined)
→ 4	8	-5.6	23	-5	0	2	-12	-3.7
> Cc1ccc(S(=O)(=O)Nc2ccc3nc(-c4cccn4C)[nH]c3c2)cc1
→ -4	-6	-2.9	8	-13	-7	14	2	-5.2
> CCOC(=O)c1sc2nc(CN3CCCCC3)nc(Cl)c2c1C
→ -7	1	-2.0	-5	-1	1	-6	-32	-2.7
> Cc1ccc(C(=O)c2ccccc2C(=O)OCC(=O)Nc2cccc([N+](=O)[O-])c2)cc1
→ 1	-10	0.2	14	-7	-5	1	2	-3.0
> CCn1nnc(-c2ccc(N)cc2)n1
→ -13	-3	-4.0	4	-14	-1	7	41	-1.6
> CCOC(=O)c1cn(-c2ccc(F)c(F)c2F)c2c(F)c(F)c(F)cc2c1=O
→ -4	3	-5.7	7	-4	0	4	7	0.3
> C=CCNC(=S)N/N=C(\C)c1ccccn1
→ 19	20	-2.6	78*	0	5	-2	48	-2.5
> O=C(COC(=O)c1cccc(NS(=O)(=O)c2ccc(F)c(F)c2)c1)NC(=O)NC1CCCC1
→ 4	-2	-2.7	4	-10	5	-2	12	-2.5
> O=C(N/C(=C\c1ccco1)C(=O)N1CCCC(CO)C1)c1ccccc1 (centres undefined)
→ -12	21	-2.8	3	-13	1	2	28	-1.7
> Cc1ccc(C)c(N2CC(C(=O)OCC(=O)Nc3cc(C)on3)CC2=O)c1 (centres undefined)
→ 1	2	-4.0	8	-9	9	3	39	-2.7
> COc1ccc(CCN2C(=NC(=O)CCC(=O)O)SC3CS(=O)(=O)CC32)cc1 (centres undefined)
→ -49	-1	-1.9	-14	3	-9	10	8	-3.0
> C=CCN1C(=O)N(/C=C/C)c2cccc3cccc1c23
→ -10	2	1.6	1	4	3	-7	-5	-0.5
> CCCCNC(C(=O)Nc1ccc([N+](=O)[O-])cc1Br)c1ccccc1 (centres undefined)
→ 1	-2	-2.8	29	2	-2	9	5	-1.5
> c1ccc(CN2CCC3(CC2)Nc2ccccc2S3)cc1
→ -4	34*	-2.9	-3	-6	-2	2	-10	-3.5
> CC(=O)Nc1ccc(N2C(=O)CSC2c2cccc(Br)c2)cc1 (centres undefined)
→ -4	9	-1.4	-21	-4	1	8	46	-0.6
> CCC1CCCCN1S(=O)(=O)c1ccc([N+](=O)[O-])cc1 (centres undefined)
→ -10	7	-1.7	-18	-19	6	0	8	-2.1
> COc1ccc2c(c1)c(=O)oc1cc(OCC(=O)NC3CCCCC3)ccc12
→ -9	-10	-2.9	-1	-4	-3	-4	18	0.3
> Cc1sc2nc(SCC(=O)N(CCO)CCO)nc(N)c2c1C
→ -3	2	-0.6	9	-14	2	0	31	-3.2

Ordered by count of non-hydrogen atoms (low to high): some entries from above
Fields: p-CIP stab down	PfM18AAP inh	VIM-2 inhibitor	NALP1 yeast inh	GPR7 antagonist	IDE cell activ	IDE inh	PHOSPHO1 inh	IMP-1 inhibitor
> CCn1nnc(-c2ccc(N)cc2)n1
→ -13	-3	-4.0	4	-14	-1	7	41	-1.6
> C=CCNC(=S)N/N=C(\C)c1ccccn1
→ 19	20	-2.6	78*	0	5	-2	48	-2.5
> CCC1CCCCN1S(=O)(=O)c1ccc([N+](=O)[O-])cc1 (centres undefined)
→ -10	7	-1.7	-18	-19	6	0	8	-2.1
> c1ccc(CN2CCC3(CC2)Nc2ccccc2S3)cc1
→ -4	34*	-2.9	-3	-6	-2	2	-10	-3.5
> Cc1sc2nc(SCC(=O)N(CCO)CCO)nc(N)c2c1C
→ -3	2	-0.6	9	-14	2	0	31	-3.2
> CCCCNC(C(=O)Nc1ccc([N+](=O)[O-])cc1Br)c1ccccc1 (centres undefined)
→ 1	-2	-2.8	29	2	-2	9	5	-1.5
> O=C(N/C(=C\c1ccco1)C(=O)N1CCCC(CO)C1)c1ccccc1 (centres undefined)
→ -12	21	-2.8	3	-13	1	2	28	-1.7
> Cc1ccc(C)c(N2CC(C(=O)OCC(=O)Nc3cc(C)on3)CC2=O)c1 (centres undefined)
→ 1	2	-4.0	8	-9	9	3	39	-2.7
> COc1ccc2c(c1)c(=O)oc1cc(OCC(=O)NC3CCCCC3)ccc12
→ -9	-10	-2.9	-1	-4	-3	-4	18	0.3
> O=C(COC(=O)c1cccc(NS(=O)(=O)c2ccc(F)c(F)c2)c1)NC(=O)NC1CCCC1
→ 4	-2	-2.7	4	-10	5	-2	12	-2.5

The listing continues:
Fields: p-CIP stab down	PfM18AAP inh	VIM-2 inhibitor	NALP1 yeast inh	GPR7 antagonist	IDE cell activ	IDE inh	PHOSPHO1 inh	IMP-1 inhibitor
> COc1cc2c(cc1OC)CN(C1CCCN(Cc3cc(Cl)ccc3O)C1)CC2 (centres undefined)
→ 11	14	1.2	10	7	5	3	-2	2.2
> Cc1ccccc1Sc1c(C#N)c(-c2ccccc2)nn1C
→ -4	3	-2.1	17	-12	2	-1	23	0.0
> Cc1sc2nc(SCC(=O)N(C)Cc3ccccc3)n(-c3ccccc3)c(=O)c2c1C
→ -4	-3	-3.3	15	0	4	0	1	-4.3
> CCOc1ccc2nc(N3C(=O)/C(=C/c4ccc(Cl)cc4)NC3=S)sc2c1
→ 0	-5	-1.4	21	-4	7	.	-53	-2.9
> Cc1cccc(NC(=O)c2ccccn2)c1C
→ -3	-5	-0.2	5	-5	6	0	13	-3.4
> Cc1c(C)c2ccc(OC(C)C(=O)N3C[C@H]4C[C@@H](C3)c3cccc(=O)n3C4)c(C)c2oc1=O (some centres undefined)
→ -3	2	4.1	-6	-14	2	11	50	-2.5
> Cc1cc([N+](=O)[O-])nn1CC(=O)N/N=C/c1ccccc1O
→ -23	-1	-4.3	-24	-14	5	-8	16	-3.2
> O=C(O)c1ccc(OCCn2ccnc2)cc1
→ -14	1	-2.0	0	-4	1	3	23	-2.4
> Cc1ccc(N(CN2C(=O)C3C4CCC(C4)C3C2=O)C(=O)c2ccco2)cc1 (centres undefined)
→ 8	-4	-3.0	-7	-12	2	9	1	-2.0
> Cc1ccccc1NC(=O)Cn1nc(-c2ccccc2)nc1-c1ccccc1
→ 0	5	-2.4	14	-2	3	-1	23	-1.9
> CCN(CC(=O)NCc1ccc(Cl)cc1)C(=O)/C=C/c1cc(OC)c(OC)c(OC)c1
→ -3	3	-1.8	-4	-19	-2	-4	36	-1.3
> Cc1ccc2nc(NC(=O)C3CCCN(S(=O)(=O)c4cnc[nH]4)C3)sc2c1 (centres undefined)
→ -7	-10	-1.2	23	-12	2	1	-1	-0.7
> Nc1c(S(=O)(=O)c2cccs2)c2nc3ccccc3nc2n1Cc1ccccc1
→ 2	-9	-2.5	12	-8	6	6	0	-3.3
> CCOc1ccc(N(CC(=O)NCc2ccccc2)C(=O)Cn2nnc(-c3ccc(C)o3)n2)cc1
→ -3	0	-3.6	3	-5	1	-1	35	-1.6
> CCOC(=O)C1(Cc2ccccc2)CCN(Cc2csc(C(C)=O)c2)CC1
→ -22	9	-0.6	16	-15	6	0	7	-2.6
> CCCOc1ccc(C(=O)NNC(=S)NC(=O)c2cc(-c3ccc(Cl)cc3)nc3ccccc23)cc1
→ -3	-10	-2.4	4	-6	-12	6	-19	-2.8
> CCCn1c(SCC(=O)Nc2ccccc2N2CCCCC2)nc2c1c(=O)n(C)c(=O)n2C
→ 0	-11	-1.3	18	-4	-1	-1	-7	-3.3
> CCCC(=O)NNc1cc(=O)c2c(=O)n(C)c(=O)n(C)c2[nH]1
→ 0	3	-0.4	17	3	3	3	19	-2.2
> O=C(O)CNC(=O)c1ccc(OC(F)F)cc1
→ 1	7	-2.7	7	-10	3	3	1	-5.2
> Cc1cc2c3c([nH]c2cc1S(=O)(=O)N1CCC2(CC1)OCCO2)CC(C)(C)CC3=O
→ 2	0	0.7	1	-20	0	3	-29	-1.2
> Cc1ccccc1OCC(=O)Nc1ccc2c(c1)Cc1ccccc1-2
→ -15	-6	-3.8	8	-5	9	-3	23	-5.5
> C/C(=C/C=N/Nc1nc(N2CCCCC2)nc(N2CCCCC2)n1)c1ccccc1
→ 0	-1	-3.0	6	0	3	2	21	-2.9
> O=C(CSc1ccc(F)cc1)NC(=O)NCc1ccccc1
→ -3	0	-1.4	2	-18	1	3	32	-1.7
> c1ccc(-c2csc(N3CCCCCC3)n2)cc1
→ -5	-5	-2.1	35	7	-4	5	21	-3.0

From PubChem BioAssay
